HTR5A inv ctr = counter-screen for OPRM1-OPRD1 inverse agonists: human HTR5A inverse agonism; P47898; HTR5A cell line, luminescence; inhibition, % at 9.3 µM; 340,000 tested, 0.083% active; AID 504634; in the data active = inhibition mostly above about 23%, no sharp cut-off; inactive = mostly below about 18%;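 note: 0% = cells with DMSO and 100% = no-cell wells with DMSO; some compounds called inactive have numbers as strong as hits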
Target sequence (P47898 whole entry, looked up): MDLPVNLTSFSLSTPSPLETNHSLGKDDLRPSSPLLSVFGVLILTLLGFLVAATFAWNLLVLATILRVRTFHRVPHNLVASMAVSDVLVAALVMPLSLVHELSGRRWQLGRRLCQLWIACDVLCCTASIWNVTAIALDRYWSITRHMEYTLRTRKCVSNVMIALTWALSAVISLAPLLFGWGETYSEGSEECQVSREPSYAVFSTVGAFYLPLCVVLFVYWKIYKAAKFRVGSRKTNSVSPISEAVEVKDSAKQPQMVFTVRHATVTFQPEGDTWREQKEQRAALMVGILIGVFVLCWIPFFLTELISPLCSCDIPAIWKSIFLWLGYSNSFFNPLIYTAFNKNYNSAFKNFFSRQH
CDK5 inh = CDK5/p35 (human) kinase inhibition; Recombinant CDK5/p35, ADP-Glo luminescence, 60 min; 330,000 tested, 0.01% active; inhibition, % at 10 µM; AID 488839; Q00535+Q15078;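 active = highest replicate inhibition of at least 50% and at least 75% of replicates reaching 50%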;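 note: plate controls were DMSO neutral control for no effect and GW8510 at 10 µM for full effect; many of its hits are not listed in these tables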
Target sequence (Q00535 whole entry, looked up): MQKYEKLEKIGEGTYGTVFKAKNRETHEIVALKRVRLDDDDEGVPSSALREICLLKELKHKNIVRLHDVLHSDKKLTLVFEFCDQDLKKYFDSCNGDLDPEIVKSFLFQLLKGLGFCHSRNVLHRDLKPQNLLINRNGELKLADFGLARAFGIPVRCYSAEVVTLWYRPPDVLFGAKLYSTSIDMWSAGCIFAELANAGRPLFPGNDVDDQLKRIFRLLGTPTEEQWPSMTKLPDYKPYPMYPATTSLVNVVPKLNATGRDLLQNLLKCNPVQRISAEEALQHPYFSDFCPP
Target sequence (Q15078 whole entry, looked up): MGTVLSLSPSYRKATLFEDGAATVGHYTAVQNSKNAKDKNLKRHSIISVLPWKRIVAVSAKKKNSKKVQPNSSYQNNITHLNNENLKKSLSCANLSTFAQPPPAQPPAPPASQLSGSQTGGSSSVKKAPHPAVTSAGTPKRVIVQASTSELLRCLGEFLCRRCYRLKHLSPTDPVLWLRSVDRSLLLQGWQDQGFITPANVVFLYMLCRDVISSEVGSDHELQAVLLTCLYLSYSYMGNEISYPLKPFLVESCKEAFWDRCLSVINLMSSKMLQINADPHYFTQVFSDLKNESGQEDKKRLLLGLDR
AddAB inh = less growth of phage-infected E. coli with AddAB. E. coli expressing H. pylori AddAB, absorbance growth. 330,000 tested, 0.29% active. inhibition, % at 11.9 µM; in the data active = inhibition above about 12%;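 note: 0% = vehicle wells of infected cells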
HTR5A ag ctr = activates human HTR5A in OPRM1-OPRD1 agonist counter-screen; activation, % at 9.3 µM; 340,000 tested, 0.61% active; HTR5A agonist assay, luminescence, cell-based; P47898; in the data active = activation mostly above about 9.5%, no sharp cut-off; inactive = mostly below about 7.6%;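 note: 0% = cells with vehicle only and 100% = reference agonist; strong numbers were not always called active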
PKA-R1A act = activators of PKA-R1A complex. PKA-R1A dissociation, Cy5-IP20 fluorescence polarization; scaled: DMSO 0%, 113 µM cGMP 100%. P00514+P68181. activation, % at 11.4 µM. 340,000 tested, 0.083% active;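 active = percent activation above the mean of all tested compounds plus 3 SD, cut at about 19% in these data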;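 note: higher means more PKAc released from R1A so a rise in polarization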
Mot1-301 SUMO = inhibitors of SUMOylation pathway: yeast Mot1-301 growth rescue | 320,000 tested, 1% active | growth rescue, % at 18.8 µM | S. cerevisiae Mot1-301 growth rescue, ATP luminescence, 38.5C; percent above DMSO median, 100 means doubled;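 active = every valid replicate shows activation above 250% relative to neutral control wells; inactive = the rest, any valid replicate at or below 250%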;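 note: OY570 slx delta 5 strain wells were the positive control but not used for scaling; some compounds called inactive have numbers as strong as hits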
DAGLB inh = blocks human DAGLB lipase activity; Q8NCG7; HEK293T DAGLB membrane lysate, EnzChek fluorogenic substrate; inhibition, % at 5.17 µM; 340,000 tested, 0.059% active; in the data active = inhibition above about 34%;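 note: 0% = enzyme with vehicle and 100% = wells lacking enzyme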
PKA-R2B act = activates the human PKA-R2B holoenzyme complex | AID 504700 | P22694+P31323 | activation, % at 11.4 µM | 340,000 tested, 0.079% active | PKA-R2B holoenzyme dissociation, Cy5-IP20 fluorescence polarization; R2B truncated from residue 108, S112A mutant; 0% DMSO only, 100% 113 µM cGMP;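 active = activation above a cutoff set at the mean over all compounds plus 3 SD, cut at about 18% in these data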;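 note: higher means more holoenzyme dissociation and a rise in polarization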
phage Ecoli inh = E. coli growth loss with phage present | growth absorbance | inhibition, % at 11.9 µM | 360,000 tested, 0.26% active; in the data active = inhibition above about 11%
E coli growth = reduces bacterial viability in AddAB counter-screen; 330,000 tested, 0.27% active; inhibition, % at 11.9 µM; E. coli V3065 growth, OD600 absorbance, 18 h;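 active = inhibition above the campaign's mean inhibition across all tested compounds plus 3 SD, cut at about 9.9% in these data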;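 note: uninfected addAB+ strain grown without phage in ampicillin broth; 0% = DMSO wells and 100% = ciprofloxacin 0.95 µg/ml wells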
Tat export inh = E. coli Tat transport inhibition | E. coli MC4100 TorA-mCherry Tat export, fluorescence | inhibition, % at 10 µM | 340,000 tested, 0.036% active;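 active = mean replicate inhibition at least 50% and at least half of replicates individually reaching 50%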;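 note: exported cargo escapes ClpAP degradation while cytoplasmic cargo is degraded and loses fluorescence; 0% = median of neutral control wells and 100% = median of NaSCN control wells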
* hit, by the source's call; / = no result given. Random draw from the library; about 2.3% have a hit in one of these screens.

Each structure is followed by: HTR5A inv ctr	CDK5 inh	AddAB inh	HTR5A ag ctr	PKA-R1A act	Mot1-301 SUMO	DAGLB inh	PKA-R2B act	phage Ecoli inh	E coli growth	Tat export inh
COc1cc(OC)c(C(=O)OCC(=O)NC2CCCC2)cc1OC
  -6	2.3	-4.0	2	10	6	-2	-7	2.6	-2.2	-8
CC(Cc1ccccc1)NC(=O)c1ccc([N+](=O)[O-])cc1 (stereo unspecified)
  -13	-0.3	-0.2	10	-8	/	-2	-7	3.0	-2.7	-2
CC[C@H]1C(Nc2ccccc2)C[C@@H]2CCN3C(=O)CC[C@H]1[C@H]23 (stereo partly specified)
  -30	-2.0	/	-1	-10	/	5	-8	1.2	/	-8
CNC(=O)Nc1ccc(Cl)cc1
  6	/	0.7	-1	-2	-16	-3	-8	2.4	1.0	-15
COc1ccccc1CNC(=O)CSc1ccccc1
  -12	0.6	2.8	4	-8	-9	-4	5	4.5	-0.8	1
CN1CCN(C(=O)c2ccc(-c3ccccc3)cc2)CC1
  -13	0.7	0.0	-3	-8	7	-1	-6	0.2	-0.3	2
Nn1c(Nc2ccccc2)nc2sc3c(c2c1=O)CCCC3
  4	2.2	1.2	-1	-5	4	9	-6	-1.6	-1.2	6
C=CCNC(=O)c1ccc2c3n(nc2c1)-c1ccccc1CO3
  -8	8.7	4.2	4	-3	-16	-1	-1	0.6	2.7	-4
O=C(NCCN1CCOCC1)Nc1ccccc1
  3	0.0	2.9	3	-7	-7	-2	-15	3.0	-0.2	1
OCCCNc1nc(-c2ccccc2)c2cc(Br)ccc2n1
  -10	0.6	-0.4	3	0	826*	-1	-9	0.9	0.2	4
CC1CN(C(=S)Nc2ccc(Cl)cc2)CC(C)O1 (stereo unspecified)
  1	1.7	-1.2	0	-10	-11	-4	2	3.0	0.6	-14
O=C(Cn1cnc2c(NCc3ccccc3)ncnc21)N1CCN(c2ccccn2)CC1
  /	-1.3	-0.2	/	6	/	3	1	2.6	0.9	3
Cc1nn(-c2cccc(C(F)(F)F)c2)c(Cl)c1/C=N/Nc1cccc(C(=O)O)c1
  -13	-0.5	0.8	2	7	18	7	-14	4.4	-1.7	6
CCN(CC)CCCn1c(=S)[nH]c2ccc(Cl)cc2c1=O
  35	0.0	-0.1	1	8	631*	0	-5	3.1	0.1	2
Nc1ccc2oc3ncccc3c(=O)c2c1
  -2	0.1	2.3	2	6	13	-4	-10	3.4	-0.5	1
COc1cc(Cc2nc3ccc(S(=O)(=O)N4CCOCC4)cc3[nH]2)cc(OC)c1OC
  -13	1.3	2.9	2	-2	118	-1	-8	0.2	-0.6	9
CC1CC(C)(C)OC(c2ccc(C(C)C)cc2)O1 (stereo unspecified)
  5	0.9	/	-1	-9	/	1	5	-0.5	/	0
CCCc1cc(=O)c2ccc(OC/C(C)=N/O)cc2o1
  1	-5.6	-0.8	-3	-4	-4	-4	-5	1.9	-2.8	3
COc1ccc(C(=O)N/N=C/c2cn[nH]c2-c2ccc(OC)cc2OC)cc1
  -25	2.1	3.8	-6	1	-2	-1	1	3.4	2.5	-12
CC(=O)c1c(NCCc2ccccc2)cc(C)oc1=O
  -26	0.4	0.8	7	0	0	-2	3	-1.8	-0.7	1
CC1CN(C(=O)CSc2ncnc3sccc23)CC(C)O1 (stereo unspecified)
  -13	-0.4	1.2	5	-17	4	2	-11	2.2	-0.6	9
COC(=O)Nc1ccc(N2CCOCC2)c(S(=O)(=O)N2CCOCC2)c1
  10	-0.1	-0.3	2	-8	-2	1	-2	-0.6	2.0	4
Cc1cc(C)n2nc(SCc3nnc(SCCCCl)o3)nc2n1
  -13	-0.8	1.8	5	-7	-25	1	9	2.4	0.9	1
CC1CCN(S(=O)(=O)c2ccc(NC(=O)Cc3ccc(S(=O)(=O)N4CCOCC4)s3)cc2)CC1
  5	-0.9	-0.2	-2	-11	-13	-2	-4	2.3	1.7	4
O=C(NCc1ccccc1)C(c1ccco1)N(C(=O)c1ccccn1)c1ccccc1 (stereo unspecified)
  -6	-1.9	0.8	4	-3	-7	-1	-5	-0.6	0.2	1
CCOc1nc(Nc2ccc(OC)cc2OC)nc(OCC)n1
  16	0.9	1.8	-5	4	15	-1	7	1.0	-1.3	2
COc1ccc(Cn2c(CCC(=O)Nc3ccc(C)cc3)nc3cccnc32)cc1
  -9	0.9	1.8	4	0	481	-1	6	2.6	1.6	1
CC(C)=C(NC(=O)c1ccccc1Br)C(=O)NCCc1nc2ccccc2[nH]1
  16	1.0	-0.3	-1	4	-9	-3	-8	-1.9	-3.2	-11
COc1ccccc1NC(=O)C(C)NS(=O)(=O)c1ccc(F)cc1 (stereo unspecified)
  -12	-2.4	3.4	5	-7	99	0	-4	0.2	0.5	-1
CCOc1ccc(OCCC(=O)OCC(=O)Nc2cc(OCC)c(N3CCOCC3)cc2OCC)cc1
  14	1.6	-3.4	-6	-1	-22	-2	-12	3.0	-0.7	1

Some of these compounds in order of the Tat export inh value, smallest number first.
SMILES	CDK5 inh	AddAB inh	PKA-R1A act	Mot1-301 SUMO	DAGLB inh	PKA-R2B act	phage Ecoli inh	Tat export inh
CC1CC(C)(C)OC(c2ccc(C(C)C)cc2)O1 (stereo unspecified)	0.9	/	-9	/	1	5	-0.5	0
CC(=O)c1c(NCCc2ccccc2)cc(C)oc1=O	0.4	0.8	0	0	-2	3	-1.8	1
CCOc1nc(Nc2ccc(OC)cc2OC)nc(OCC)n1	0.9	1.8	4	15	-1	7	1.0	2

Sorted by count of non-hydrogen atoms (high to low): some entries from above.
Each structure is followed by: HTR5A inv ctr	CDK5 inh	AddAB inh	HTR5A ag ctr	PKA-R1A act	Mot1-301 SUMO	DAGLB inh	PKA-R2B act	phage Ecoli inh	E coli growth	Tat export inh
COc1ccccc1NC(=O)C(C)NS(=O)(=O)c1ccc(F)cc1 (stereo unspecified)
  -12	-2.4	3.4	5	-7	99	0	-4	0.2	0.5	-1
CC[C@H]1C(Nc2ccccc2)C[C@@H]2CCN3C(=O)CC[C@H]1[C@H]23 (stereo partly specified)
  -30	-2.0	/	-1	-10	/	5	-8	1.2	/	-8
CC(Cc1ccccc1)NC(=O)c1ccc([N+](=O)[O-])cc1 (stereo unspecified)
  -13	-0.3	-0.2	10	-8	/	-2	-7	3.0	-2.7	-2

The list goes on.
Each structure is followed by: HTR5A inv ctr	CDK5 inh	AddAB inh	HTR5A ag ctr	PKA-R1A act	Mot1-301 SUMO	DAGLB inh	PKA-R2B act	phage Ecoli inh	E coli growth	Tat export inh
CCN(Cc1ccccc1)C(=O)C1CCN(Cc2ccc(SC)cc2)CC1
  19	0.6	-0.2	1	17	77	-4	-3	2.7	0.1	-3
O=C1CCc2nc3ccccc3c(=O)n2N1
  5	1.1	2.8	-2	11	7	-2	16	/	0.6	-6
CC(=O)Nc1ccc(S(=O)(=O)N2CCN(c3ccc([N+](=O)[O-])cc3)CC2)cc1
  25	-0.4	/	-4	-12	34	5	-1	1.9	/	-4
c1ccc(-c2nc3c([nH]2)CCc2nonc2-3)cc1
  10	-0.8	3.9	-4	6	617	0	-3	4.1	2.9	5
CCn1c(CNc2nc(-c3ccccc3)cs2)nnc1SCC(=O)NCc1ccco1
  -3	0.6	/	5	-2	/	-1	-11	0.1	/	6
CCc1c(C)c2ccc(OCC(=O)NCC3CCC(C(=O)O)CC3)c(C)c2oc1=O (stereo unspecified)
  3	0.3	1.5	2	3	-13	1	-8	1.7	-3.7	2
CCOC(=O)N1CCN(C(=O)CCS(=O)(=O)c2cc3c(cc2Cl)NC(=O)CO3)CC1
  -1	0.6	7.2	1	-3	-8	4	7	2.4	-1.1	8
O=C(NOCc1cscn1)Nc1ccccc1
  3	2.7	/	-1	-13	/	-3	-8	2.2	/	-5
CC(=O)Nc1ccc(S(=O)(=O)N2CCN(C(=O)N3CCCCCC3)CC2)cc1
  -13	0.8	5.2	6	6	44	0	-2	2.9	0.3	-2
CC[n+]1c(C)n(-c2ccccc2)c2ccc(C(=O)OC)cc21
  7	0.9	0.3	-3	0	5	1	3	2.6	-0.8	-2
Cc1cccc(N(Cc2ccccc2)C(=O)c2ccc(C)c(S(=O)(=O)N3CCOCC3)c2)c1
  5	-0.8	0.6	-2	-2	8	-6	7	-0.9	-1.2	4
COc1cc(/C=C/CN2CCC(CO)(CC3CCCCO3)CC2)ccc1O (stereo unspecified)
  -2	-2.0	-1.2	2	-3	-5	1	-5	1.2	-0.5	-9
Cc1cc(NC(=O)COC(=O)[C@H](C)NC(=O)c2ccccc2)no1
  3	-1.1	0.2	-4	-5	7	0	6	0.3	0.1	3
Cc1cc(/C=C2/SC(=S)N(c3cccc(C(F)(F)F)c3)C2=O)c(C)n1-c1cccnc1
  -6	-0.9	-0.2	5	6	-14	3	-7	/	0.1	-5
COC(=O)CCc1c(C)nc(N)[nH]c1=O
  0	0.4	-0.3	-7	-8	-1	-3	-7	2.8	1.2	-2
Cc1cccc(C)c1NC(=O)CN1C(=O)S/C(=C\c2cccn2-c2cccc(C(=O)O)c2)C1=O
  10	-0.3	3.1	-5	-3	11	2	3	0.6	2.2	-4
O=C(CSCc1ccc(Cl)cc1)Nc1ccc(S(=O)(=O)N2CCCCCC2)cc1
  3	/	1.9	-4	-14	-8	-4	-14	2.0	0.0	2
Cc1nn(C)c(C)c1CN(C)C(=O)C1(C)CC1(Br)Br (stereo unspecified)
  -15	0.0	1.5	6	-3	4	-1	11	2.7	-0.1	0
Nc1n[nH]c(N)c1N=Nc1cccc(F)c1
  8	/	-1.4	1	-4	38	2	6	0.4	-2.2	-6
O=C(NN(c1ccccc1)c1ccccc1)c1ccc([N+](=O)[O-])o1
  2	-1.0	-1.9	-1	-14	-19	3	-4	3.2	-0.2	-2
O=C(c1cccs1)N1CCN(c2ccccc2)CC1
  6	-0.1	0.9	-2	-10	210	-1	7	1.6	-1.6	-1
CCC(c1nnc(SCC(=O)Nc2c(F)cccc2F)n1Cc1ccccc1)N(C)C (stereo unspecified)
  5	0.3	1.3	-2	-5	-2	-2	-11	0.6	-1.3	-10
C/C(=N\O)C(=O)NCc1ccccn1
  3	0.6	2.4	-2	11	-6	1	-4	2.2	-1.7	1
Cc1cc(=O)[nH]c(SCCCOc2ccccc2Cl)n1
  3	-0.6	2.1	4	-2	6	-1	0	2.2	-0.9	-5
Cc1ccc(OCCSc2nc3ccccc3n2CC(=O)O)cc1C
  4	1.8	1.0	-1	-4	155	2	-10	-2.8	-2.7	3
CCN(c1ccccc1)S(=O)(=O)c1ccc(Cl)c(NC(=O)CN2CCCCCC2)c1
  -5	-5.5	0.7	2	3	-14	-16	-8	-2.1	2.1	4
C=C(Cl)COc1ccc2c(C)cc(=O)oc2c1
  -4	-1.2	1.5	0	0	-13	-3	-5	1.4	0.4	0
Cc1cc(-c2ccn[nH]2)c(C)s1
  7	-4.3	-2.5	-2	1	8	2	-13	0.9	0.8	-5

High-throughput results as filed in PubChem.
